ABCB6 inh 2: blocks the human ABCB6 transporter. fluorescence ratio to DMSO, % at 10 µM. K562-ABCB6 porphyrin accumulation, flow cytometry, 1 h; active compounds read low. Q9NP58. 360,000 tested, 0.19% active;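 active = fluorescence ratio to DMSO below 75%, the collection mean minus 3 SD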;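 note: signal is porphyrin accumulated inside mitochondria; 100% equals median channel fluorescence of DMSO control wells; lower ratio means ABCB6 inhibition with less porphyrin fluorescence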
m5-HT2A agonist: mouse HTR2A agonism via beta-arrestin recruitment | CHO-K1 mHTR2A beta-arrestin complementation, luminescence; percent of 30 µM serotonin response | activation, % at 7.6 µM | 360,000 tested, 0.66% active;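 active = activation above a run cutoff, the mean activation of all tested compounds plus 3 SD, cut at about 14% in these data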;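 note: 0% = plate median of compound wells and 100% = 30 µM serotonin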
Exocytosis inh: lytic granule exocytosis inhibition; TALL-104 LAMP-1 surface exposure, flow cytometry; cells stimulated with thapsigargin and PMA; inhibition, % at 10 µM; 360,000 tested, 0.66% active;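 active = inhibition above about 55%, limit read from the data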
iPSC survival up: hiPSC single-cell survival enhancement. ATPlite luminescence; 100% = ROCK inhibitor wells, 0% = DMSO. survival enhancement, % at 20 µM. 360,000 tested, 0.044% active; in the data active = survival enhancement above about 18%;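 note: cells exposed to compounds for 16 hours before the ATP read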
MC4R antagonist: human MC4R antagonism in cAMP assay; P32245; MC4R-expressing cells, MTII-stimulated cAMP, LANCE TR-FRET; inhibition, % at 6.5 µM; 360,000 tested, 0.48% active; AID 540295;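 active = inhibition above its plate's cutoff, the mean of tested wells on that plate plus 3 SD, cut at about 29% in these data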;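 note: 0% = Melanotan II alone and 100% = Melanotan II plus saturating MCL0020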
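Assay system: U2OS-MC4R stable cell line; Also added: Melanotan II; Technique: Eu-cAMP/anti-cAMP TR-FRET, emission 671 nm; Times: 30-min compound, 1-h challenge, 1-h detection, room temperature.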
ABHD5 PLIN5 PPI: blocks binding of human ABHD5 to perilipin-5. AID 602281. Q00G26+Q8WTS1. Split G. princeps luciferase complementation, luminescence, 4 h. 360,000 tested, 0.78% active. inhibition, % at 4 µM;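 active = inhibition above the mean inhibition across every tested compound plus 3 SD, cut at about 22% in these data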;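 note: 0% = DMSO only wells and the 100% control is not disclosed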
Target sequence (Q00G26 whole entry, looked up): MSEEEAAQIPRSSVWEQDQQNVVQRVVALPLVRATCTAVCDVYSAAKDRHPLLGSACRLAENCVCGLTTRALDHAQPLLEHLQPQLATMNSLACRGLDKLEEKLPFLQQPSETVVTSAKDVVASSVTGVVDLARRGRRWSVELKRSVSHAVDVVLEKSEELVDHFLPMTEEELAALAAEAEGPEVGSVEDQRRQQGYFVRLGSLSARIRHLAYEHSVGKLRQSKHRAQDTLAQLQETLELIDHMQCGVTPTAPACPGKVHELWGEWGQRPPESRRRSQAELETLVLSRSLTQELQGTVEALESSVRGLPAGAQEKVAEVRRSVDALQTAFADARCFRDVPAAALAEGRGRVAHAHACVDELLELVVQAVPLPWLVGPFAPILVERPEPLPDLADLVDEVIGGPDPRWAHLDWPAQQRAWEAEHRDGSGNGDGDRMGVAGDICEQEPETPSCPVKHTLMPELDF
Target sequence (Q8WTS1 whole entry, looked up): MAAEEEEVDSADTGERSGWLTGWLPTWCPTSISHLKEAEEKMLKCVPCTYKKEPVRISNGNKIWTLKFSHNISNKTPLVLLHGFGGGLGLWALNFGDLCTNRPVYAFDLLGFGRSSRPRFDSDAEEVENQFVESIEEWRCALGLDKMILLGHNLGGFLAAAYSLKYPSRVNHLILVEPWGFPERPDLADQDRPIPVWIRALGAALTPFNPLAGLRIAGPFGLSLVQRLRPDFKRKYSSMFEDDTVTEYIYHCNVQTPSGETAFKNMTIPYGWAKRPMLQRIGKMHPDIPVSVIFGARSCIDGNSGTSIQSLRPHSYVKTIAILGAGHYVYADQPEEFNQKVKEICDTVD
N-glyco inh: blocks N-linked glycosylation in D54 reporter cells. reporter increase, % at 12.5 µM. AID 588692. D54 ERlucT glycosylation luciferase reporter, 24 h; percent of 100 nM tunicamycin response. 360,000 tested, 0.23% active;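 active = mean luciferase reporter signal, scaled so untreated is 0 and the glycosylation-blocking control 100, at or above a set limit in every replicate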;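 note: luciferase carries N-glycosylation sites so blocking glycosylation raises the light; 0% = median of neutral control wells and 100% = median of 100 nM tunicamycin wells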
MC4R ag barr: activates human MC4R beta-arrestin recruitment; U2OS MC4R beta-arrestin complementation, luminescence; percent of melanotan II response, DMSO zero; activation, % at 8.9 µM; 360,000 tested, 0.98% active; AID 540308;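 active = activation above a per-plate cutoff, the mean activation of sample wells on that plate plus 3 SD, cut at about 8% in these data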
aDG glyco act: alpha-DG glycosylation activation. 360,000 tested, 0.22% active. Pro5-aDG cells, alpha-DG glycosylation AlphaScreen (IIH6); 0% Pro5, 100% B10-LARGE cell signal. activation, % at 10 µM;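 active = activation of at least 8% versus controls, or a plate z-score of at least 8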;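 note: Pro5 are CHO cells carrying HIG-tagged alpha-DG that lacks glycosylation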
Cardio protect: myocardial damage modulation in H9c2 cells; H9c2 cardiomyocytes, H2O2 injury protection, ATPLite, 2 h; protection from H2O2 cell death, % at 20 µM; 360,000 tested, 0.63% active; AID 588492;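 active = compounds giving at least 50% protection of heart cells from peroxide-induced death in the single-dose screen, raw or plate-pattern-corrected value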;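 note: 0% = DMSO wells with peroxide and 100% = DMSO wells without peroxide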
Active calls of the source: *; x = not tested or not shown.

SMILES	ABCB6 inh 2	m5-HT2A agonist	Exocytosis inh	iPSC survival up	MC4R antagonist	ABHD5 PLIN5 PPI	N-glyco inh	MC4R ag barr	aDG glyco act	Cardio protect
O=C(N/N=C/c1ccc(OCCCF)cc1)c1cc(OCC(F)(F)F)ccc1OCC(F)(F)F	101	-2	-4	-1.3	4	-5	-2	3.3	0.2	-13
COC(=O)C1=C(C)N(CCCC(=O)O)C(=O)NC1c1cccc2ccccc12 (stereo not drawn)	91	2	10	-0.2	2	0	1	-0.4	0.1	1
Cc1cccc(C(=O)Nc2ccnc(-c3ccncc3)n2)c1	100	3	-1	1.3	-5	0	4	-0.2	0.1	2
CCc1ccc2[nH]c(=O)c(CN(CCCN3CCOCC3)C(=O)Nc3ccc(Cl)cc3)cc2c1	100	-3	7	-4.6	7	15	2	-0.4	0.2	29
Cc1cc(COc2ccccc2O)on1	103	4	-1	-0.3	16	-1	0	-0.8	0.0	-2
NC(=O)C1(N2CCCCC2)CCN(C(=O)c2ccc(C#Cc3ccccc3)o2)CC1	95	-2	-2	-0.5	1	3	-1	1.2	-0.1	6
CCCCCC(=O)Nc1ccc(-c2csc(N)n2)cc1	100	8	1	-0.1	14	1	-2	-0.6	-0.1	-17
COc1ccc(Oc2cc(F)nc(N)n2)cc1	94	5	2	1.7	3	-1	1	-1.4	0.0	-2
COC(=O)CC1Sc2ccccc2NC1=O (stereo not drawn)	91	-2	-1	-0.6	2	5	-1	0.1	-0.2	-4
CCOc1ccc(CCN2C(=O)C(=O)N([C@@H](CC(C)C)CN3CCC[C@H]3CN3C(=O)C(=O)NC[C@@H]3CC(C)C)C[C@@H]2Cc2ccc(O)cc2)cc1	98	6	1	1.6	x	9	x	x	0.6	x
Cc1ccc(Cl)cc1N1CCN(C(=O)Cn2ccc3ccccc3c2=O)CC1	95	0	4	-2.7	5	-4	-2	-1.2	0.7	-12
CNc1cccc(-c2c(OC)cccc2OC)n1	97	4	-10	-2.5	-1	5	2	-0.9	2.1	1
C/C(=N\NC(=O)c1ccco1)c1ccc(NC(=O)c2ccccc2)cc1	98	2	-3	-0.8	4	-6	-3	0.6	0.0	22
COc1ccc(-n2nc(C(=O)NCC(=O)NCc3cccc(F)c3)c3ccccc3c2=O)cc1Cl	98	6	36	0.7	9	6	0	0.9	-0.3	1
O=C(/C=C1\C(=O)Nc2ccccc21)/C=C1\C(=O)Nc2ccccc21	114	-7	-2	3.0	16	63*	-1	-0.1	-0.1	-14
COc1ccc(-c2cc(-c3ccc(Cl)cc3)c(C#N)c(SCC(=O)O)n2)cc1	99	3	7	-0.6	7	-9	0	-1.6	-0.3	0
O=c1[nH]c(C(F)(F)F)nc2c1nnn2Cc1ccccc1F	144	12	0	-1.6	0	-3	-2	-0.5	-0.1	5
Nc1ccc(N2CCN(CCCCN3C(=O)C4CCCN4C3=O)CC2)cc1 (stereo not drawn)	85	-5	2	1.6	-2	-4	5	-1.5	-0.2	-1
O=C(NC(=S)Nc1cccc(Cl)c1N1CCCC1)c1ccc(-c2cccc([N+](=O)[O-])c2)o1	97	0	-2	0.7	0	0	1	0.7	-0.3	0
NC(=O)c1cc([N+](=O)[O-])ccc1NCc1cccc(N)c1	93	3	0	0.2	6	4	-2	-1.6	-0.1	-2
O=C(Nc1ccc(F)cc1)NC1(C(=O)NCc2ccc3c(c2)OCO3)CCCCC1	96	10	-3	-2.0	9	3	-2	3.0	0.2	-7
CCOc1ccc(S(=O)(=O)NCc2ccccc2OC)cc1	93	5	1	-0.6	-7	8	-3	2.5	1.8	-12
Cc1noc(C)c1COc1ccc(C(=O)OCc2nnc(-c3ccc(Cl)cc3)o2)cc1	92	0	-2	3.4	5	2	1	0.1	0.0	-26
CC1CCCCC1NC(=O)COC(=O)c1ccccn1 (stereo not drawn)	95	-1	-2	-0.3	1	-1	-1	-2.8	0.0	0
O=C(CN1C(=O)COc2ccccc21)Nc1ccc(F)cc1	101	-5	-5	0.3	3	5	1	-1.2	0.4	28
Cc1ccccc1C[n+]1cccc2ccccc21	100	0	-4	-1.5	1	8	1	-2.4	0.0	-6
Cc1ccc(Nc2nnns2)cc1	113	7	8	-0.9	-4	-2	-2	0.4	-0.1	-2
CCOCCCNC(=O)c1cc2c(=O)n3cccc(C)c3nc2s1	97	2	26	0.0	22	-2	3	-1.9	-0.1	1
O=C(Nc1ccc(CN2CCOCC2)cc1)c1ccc(-c2ccc(Cl)cc2Cl)o1	91	-4	24	-0.5	21	18	-1	6.7	0.2	-7
COc1ccccc1C(=O)OCC(=O)NC(C)CCc1ccccc1 (stereo not drawn)	88	-3	25	0.0	4	1	2	-1.8	0.1	-1
O=C(CN1CCN(S(=O)(=O)c2ccccc2)CC1)N1CCCCC1	101	2	4	0.2	2	1	0	-2.3	-0.1	-4
N#Cc1ccsc1NC(=O)CSc1nnc(NC2CC2)s1	101	3	-10	4.4	-1	3	2	-0.9	-0.2	-3
CC1CCC2(CC1)NC(=O)N(CC(=O)c1cccn1C)C2=O (stereo not drawn)	100	-2	-2	-0.5	2	3	1	-0.3	-0.3	7
CS(=O)(=O)c1ccc(Cl)c(NC(=O)COC(=O)CNC(=O)c2ccc3ccccc3c2)c1	94	-1	-1	3.5	13	0	1	-0.7	-0.2	5
CCn1c2ccccc2c2cc(NS(=O)(=O)c3ccccc3C)ccc21	98	-4	-8	0.0	-6	-4	8	-2.6	-0.2	-11
Cc1ccc(C)c(-n2[nH]c3c4c(ccc3c2=O)C(=O)c2ccccc2C4=O)c1	100	8	-4	-2.4	-2	2	4	-1.7	0.3	-5
CCOCCCn1c(=S)[nH]c2cc(C(=O)NCCN(CC)CC)ccc2c1=O	97	9	-2	4.7	3	-7	-7	-2.0	0.1	4
Cc1ccc(S(=O)(=O)Cc2ccc(C(=O)N3CCN(c4ccccn4)CC3)o2)cc1	98	-3	3	-0.5	-39	4	2	-0.2	-0.1	9
O=C(OC(C(=O)NC1CCCC1)c1ccc(F)cc1)c1ccno1 (stereo not drawn)	103	0	-1	1.7	5	1	3	-0.5	-0.2	1
O=C(NCC(=O)N(c1ccc2c(c1)OCO2)C(C(=O)NC1CCCC1)c1ccncc1)c1ccco1 (stereo not drawn)	104	4	2	-1.3	3	1	-1	-2.3	-0.3	0
COC(=O)Cn1c(=NC(=O)c2ccc(S(=O)(=O)N3CCOCC3)cc2)sc2cc(S(N)(=O)=O)ccc21	96	4	1	0.1	-3	0	-2	-2.5	-0.2	4
C=CCOc1ccc2oc(=O)cc(C)c2c1	97	8	5	-0.5	-1	0	5	-1.5	-0.2	1
CCC(Sc1ccccn1)C(=O)Nc1nnc(C)s1 (stereo not drawn)	89	1	0	-0.9	-6	5	-2	-0.4	-0.2	0
O=C(COC(=O)c1ccc([N+](=O)[O-])o1)NCCCc1ccccc1	96	-2	-4	0.0	2	3	-1	-1.5	0.0	11
CCN(CC)C(=O)CSc1nc2ccc(NC(=O)CSc3nnc(COc4ccccc4C)n3C)cc2s1	101	-4	2	-1.3	5	15	-4	-0.6	0.2	18
CCOC(=O)C(=O)Nc1cccc(C(=O)OCC)c1	100	0	-2	1.4	29*	9	-1	0.1	0.0	6
O=[N+]([O-])c1ccc(OCC(O)CN(CCO)CCO)cc1 (stereo not drawn)	99	-1	2	2.8	-5	-2	0	-1.5	0.1	4
COc1ccc(C(=O)C2CCN(C(=O)Nc3ccc(C)cc3)CC2)cc1	102	-1	8	-0.4	4	3	0	-1.8	0.1	-16
COC(=O)c1c(C(=O)OC)c2cc(C(=O)c3ccccc3)ccn2c1Cl	100	0	2	-1.2	7	3	3	0.1	0.2	35
O=C(c1ccccc1NS(=O)(=O)c1ccc(Cl)cc1)N1CCc2ccccc21	96	-5	9	0.3	5	-1	-2	-0.5	0.2	6
Other structures follow.
SMILES	ABCB6 inh 2	m5-HT2A agonist	Exocytosis inh	iPSC survival up	MC4R antagonist	ABHD5 PLIN5 PPI	N-glyco inh	MC4R ag barr	aDG glyco act	Cardio protect
Cn1c(CSCc2ccc(F)cc2)nnc1SCC(=O)Nc1cccc(C(=O)O)c1	93	-3	-3	0.2	4	0	2	-2.1	0.0	5
COc1ccc(-c2cnc(N)nc2-c2ccc(OCc3ccccc3)cc2O)cc1	92	-2	22	-0.9	-3	-5	0	-2.6	0.1	-3
CN(c1nc2nonc2nc1NC1CC1)C1CCOC1 (stereo not drawn)	117	7	-3	3.4	16	-3	0	1.5	-0.1	6
CC(=O)N1CCN=C1SCc1ccc(Br)cc1	95	2	0	1.9	3	0	5	-0.7	0.0	5
COc1ccc(OC)c(Nc2cc3ccccc3c(=O)[nH]2)c1	106	-3	-12	3.4	-17	-13	33*	0.0	-0.2	54*
CCC1CCCCN1C(=O)c1cccc(S(=O)(=O)Nc2cc(C(F)(F)F)ccc2Cl)c1 (stereo not drawn)	100	-1	1	-0.1	0	-7	2	2.5	0.2	-6
COc1ccc(C2C(C(C)=O)=C(O)C(=O)N2c2ccccn2)cc1 (stereo not drawn)	104	-2	-3	0.1	5	-9	-1	0.6	-0.1	-4
CCCc1ccc(C(=O)NNC(=O)c2ccc(Br)cc2)cc1	93	5	-2	-1.9	-3	-3	5	0.3	0.2	-4
O=C(O)CNC(=O)CC1S/C(=N/N=C2\CSC(=O)N2)NC1=O (stereo not drawn)	100	-1	-3	-1.2	20	-21	1	1.5	-0.2	0
CCOC(=O)c1sc(NC(=O)Cn2nnc3sc4c(c3c2=O)CCCC4)nc1C	96	-3	0	2.8	6	8	-2	4.0	0.1	-3

The last 4 records of the part above open the next one.
SMILES	ABCB6 inh 2	m5-HT2A agonist	Exocytosis inh	iPSC survival up	MC4R antagonist	ABHD5 PLIN5 PPI	N-glyco inh	MC4R ag barr	aDG glyco act	Cardio protect
COc1ccc(C2C(C(C)=O)=C(O)C(=O)N2c2ccccn2)cc1 (stereo not drawn)	104	-2	-3	0.1	5	-9	-1	0.6	-0.1	-4
CCCc1ccc(C(=O)NNC(=O)c2ccc(Br)cc2)cc1	93	5	-2	-1.9	-3	-3	5	0.3	0.2	-4
O=C(O)CNC(=O)CC1S/C(=N/N=C2\CSC(=O)N2)NC1=O (stereo not drawn)	100	-1	-3	-1.2	20	-21	1	1.5	-0.2	0
CCOC(=O)c1sc(NC(=O)Cn2nnc3sc4c(c3c2=O)CCCC4)nc1C	96	-3	0	2.8	6	8	-2	4.0	0.1	-3
COc1ccc(-c2nn(-c3ccccc3)cc2C(=O)N2CCN(S(=O)(=O)c3ccccc3C#N)CC2)cc1	97	-2	11	1.3	-2	-6	0	-1.6	0.0	12
O=S(=O)(c1ccc2ccccc2c1)N(CC1CO1)c1ccccc1 (stereo not drawn)	100	-1	-1	3.4	14	-3	-3	-1.5	-0.1	-15
O=C(CC1OC(=O)c2ccccc21)Nc1ccccc1N1CCOCC1 (stereo not drawn)	98	-1	1	-2.2	4	1	1	-1.9	0.4	0
COc1ccc(-c2cc3c(=O)n(CC(=O)NCCCN4CCC(N5CCCCC5)CC4)ncn3n2)cc1	99	-4	-5	-0.5	0	-3	-7	-0.5	-0.1	-1
CC(C)C(=O)Nc1nnc(SCC(=O)NCc2cccs2)s1	98	2	-2	-0.9	5	-3	1	0.5	0.2	-1
CCOCCOC(=O)C1=C(C)N(C)C(=O)NC1c1cc(Cl)c(O)c(OCC)c1 (stereo not drawn)	105	0	-3	3.5	1	0	5	-0.1	-0.3	5

From PubChem BioAssay
